Myeloid diff MLP = compounds promoting myeloid differentiation | ER-HoxA9 myeloid progenitors, lysozyme-GFP differentiation, flow cytometry | AID 624256 | calls only at 10 µM | 1% of 360,000 active;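 active = normalized GFP-positive differentiation at or above the plate's own cutoff, the solvent-only control mean plus 3 SD; inconclusive = no clear call, values can overlap the other calls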;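 note: cells exposed to compound for four days before flow analysis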
TNAP activation fold = stimulation of alkaline phosphatase TNAP activity – biochemical, luminescent, no phosphate acceptor, uHTS, primary screen (AID 1001) | activation fold at 20 µM, or EC50 in µM where a hit was titrated | 0.03% of 200,000 active | purified TNAP, luminescent activation assay, no phosphate acceptor; higher activation fold means a stronger effect; in the data active = activation fold from about 3, or a potency from the dose series; inactive = the rest, 99 in 100 with activation fold below about 1.6; note: many of its hits are not listed in these tables
T cell HTS = T cell immune modulation candidate. 2C CD8+ T cell-vesicle binding, flow cytometry; stronger effect = lower value. calls only at 7 µM. 0.068% of 330,000 active. AID 2052;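 active = response, share of CD8 T cells binding vesicles, and their 90th percentile fluorescence all below set limits, cut at about 80% in these data, passing the limit was not always enough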
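Read-out – percent CD8+ FL2 mean versus row control · System – murine 2C transgenic CD8+ T lymphocytes · Times – 1.5 h cell–vesicle binding at 37 °C, then 20 min icy labelling · Control set – naked vesicles low, QL9 vesicles with vehicle high · Detection – cytometric PE anti-B7-1 and Alexa647 anti-CD8 signals after 1% paraformaldehyde fixation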
bCat nuc transl = alters nuclear translocation of beta-catenin in HeLa cells; immunofluorescence imaging; 0.3% of 190,000 active; nuclear translocation activity, % at 5 µM;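 active = nuclear translocation activity above 50% at 5 µM, with a well cell count of 50 or more; inconclusive = wells under 50 cells across six images, flagged as toxic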;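 note: per-cell ratio of nuclear to cytoplasmic median beta-catenin stain intensity; plate controls were DMSO negative control for no effect and GSK-3 inhibitor IX positive control for full effect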
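Assay system: human HeLa cells, native beta-catenin; doses: 5 µM primary, 0.02–20 µM confirmation; incubation: compound treatment 24 h, 37°C, 5% CO2; technique: fluorescence imaging of beta-catenin antibody stain plus DAPI; measure: % activation, nuclear-to-cytoplasmic median beta-catenin signal ratio per cell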
MT stabilize HCS = stabilizes microtubules in HeLa cells; HeLa tubulin immunostaining HCS, 24 h; share of cells brighter than vehicle mean+2SD; % tubulin-high responders, % at 10 µM; 0.83% of 200,000 active;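 active = plate Z-score above 3 for both tubulin-high and condensed-nucleus cell shares, with cell loss under 80%, at 10 µM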;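 note: anti alpha tubulin signal scored within the nucleus-defined area of each cell; some results filed as inactive read as strong as hits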
Dynein transport = blocks dynein driven cargo transport along microtubules. 3617.4 mouse cells, GR-EGFP nuclear translocation imaging; test concentration mostly 20 µM; stimulated with dexamethasone, 1 µM; stronger effect = lower value. z-score, hits read low. 0.47% of 220,000 active;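 active = plate z-score of nuclear minus cytoplasmic receptor signal below a set negative limit, without overly bright fluorescence or cell loss, cut at about -3.5 in these data, passing the limit was not always enough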;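 note: z-score of nuclear minus cytoplasmic ring GR-EGFP intensity difference per well; some compounds called inactive have numbers as strong as hits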
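Buffer or medium: Induction medium lacking tetracycline, stripped serum | Also added: Dexamethasone agonist, 1.0 µM final, for 30 min | Timing: 48 h induction, 1 h compound, 30 min dex at 37 °C | Detection: Formaldehyde fixation, Hoechst nuclear stain, 10x automated fluorescence imaging | Measure: Nuclear versus cytoplasmic GR-EGFP signal, averaged per well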
PMI inhibitors = MPI enzyme activity inhibition – biochemical, fluorescence intensity, coupled assay, primary screen (AID 1209); purified PMI enzyme, coupled fluorescence intensity; higher % means a stronger effect; one-dose inhibition, % at 20 µM; IC50 in µM for titrated hits; 0.42% of 190,000 active; in the data active = inhibition above about 50%;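 note: plate controls were DMSO vehicle for no effect and wells lacking substrate for full effect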
Insulin prom up = MIN6 insulin promoter up-regulation. z-score at 5 µM. 0.3% of 190,000 active. MIN6 insulin promoter-GFP reporter, high-content imaging; stronger effect = higher value;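 active = z-score above 3 at 5 µM with at least 500 cells counted in the well; inconclusive = wells under 500 cells, flagged as cytotoxic or low count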
Lipid droplet = hepatic lipid droplet formation modulation; AML12 mouse hepatocytes, oleate lipid droplets, BODIPY imaging; inhibition, % at 6.5 µM; 0.4% of 240,000 active; AID 1656;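 active = lipid droplet intensity inhibited by at least 50%, with more than 500 cells counted; inconclusive = wells with under 300 cells, treated as cytotoxic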
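Assay system: AML12 hepatocytes (mouse); Probe or stimulus: oleic acid at 100 µM to induce lipid droplet formation; Dosing: compound at 6.5 µM only; Schedule: compound with oleate, overnight; Detection: fluorescence imaging, 20x objective, two fields per well; Measure: % inhibition of lipid droplet signal.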
Dynein transport cytoplasmic EGFP = further read-out of Dynein transport, marked with its call; z-score; measured here: cytoplasmic GR-EGFP intensity; stronger effect = higher value
Dynein transport nuclear GR-EGFP = second read-out of Dynein transport, no call of its own (marks repeat the call); z-score; measured here: nuclear GR-EGFP intensity;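 lower value marks the stronger effect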
Dynein transport cell count = second read-out of Dynein transport, no call of its own (marks repeat the call); z-score; measured here: cell count per field
Insulin prom up cell count = second read-out of Insulin prom up, no call of its own (marks repeat the call); cell count; measured here: cytotoxicity, nuclei count;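 total cells summed across four imaged fields per well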
Lipid droplet cells 6.5 µM = also measured in Lipid droplet; calls as there; cell count; measured here: cell count, cytotoxicity flag;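 cells counted across two imaged fields per well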
bCat nuc transl cell count 5 µM = also measured in bCat nuc transl; calls as there; cell count; measured here: cell count, cytotoxicity flag
T cell HTS vesicle-bound % = further read-out of T cell HTS, marked with its call; double positive events, %; measured here: CD8+ vesicle-bound cell fraction;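 binding gate set so that unloaded-vesicle control wells show 10% double positive cells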
MT stabilize HCS Hoechst-high % = also measured in MT stabilize HCS; calls as there; % Hoechst-high responders; measured here: nuclear condensation Hoechst responders;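 share of cells brighter than vehicle mean plus two SD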
MT stabilize HCS cytotoxicity % = further read-out of MT stabilize HCS, marked with its call; toxicity, %; measured here: cytotoxicity by cell density;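 0% = mean cell density of plate MIN control wells and 100% = no cells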
Myeloid diff MLP GFP+ MAC1+ % = recorded beside Myeloid diff MLP, whose call it bears; GFP+ MAC1+ double positive, %; measured here: differentiation confirmed by MAC1 staining
An asterisk follows results filed as active; i = inactive; ? = inconclusive; · = not tested or not shown; + = active, no number.

SMILES	Myeloid diff MLP	Myeloid diff MLP GFP+ MAC1+ %	TNAP activation fold	T cell HTS	T cell HTS vesicle-bound %	bCat nuc transl	bCat nuc transl cell count 5 µM	MT stabilize HCS	MT stabilize HCS Hoechst-high %	MT stabilize HCS cytotoxicity %	Dynein transport	Dynein transport cytoplasmic EGFP	Dynein transport nuclear GR-EGFP	Dynein transport cell count	PMI inhibitors	Insulin prom up	Insulin prom up cell count	Lipid droplet	Lipid droplet cells 6.5 µM
COc1ccc(N(CC(=O)NCCSCc2c(F)cccc2Cl)S(C)(=O)=O)cc1OC	i	4.3	1.1	i	48.8	-3.9	1245	2.0	1.9	6.5	0.224	-0.227	0.202	0.317	-3.6%	-0.64	941	-3.7	752
O=C(NCc1nc2ccccc2[nH]1)C1=C[C@H](c2ccccc2)C[C@H](OCCCCO)O1	i	1.0	·	i	36.6	0.5	1404	·	·	·	-0.457	-0.78	-0.0602	0.0339	·	1.07	881	6.1	687
O=C(Nc1ccc(N2CCCC2)c(Cl)c1)c1cccc(-c2cc3ccccc3oc2=O)c1	i	0.4	1.1	i	30.8	-1.7	1038	1.7	2.1	10.4	1.22	-0.247	0.601	-0.982	9.5%	-0.59	1283	18.0	679
CCOC(=O)c1nc2cc3n(c(CC(C)C)c-2c1C)CC(C)=C3C	+	0.9*	1.3	i	3.9	-2.7	563	3.0	1.3	1.4	-0.593	0.0118	-0.628	0.245	-75.5%	·	·	-18.0	664
O=C1c2ccccc2-c2c1cccc2C(=O)N1CCCCC1	i	0.7	1.1	i	53.5	4.4	952	3.0	1.7	6.4	0.0464	-0.234	0.0458	-0.118	1.3%	0.03	1198	-8.7	754
COc1cc(S(=O)(=O)n2nnc3ccccc32)c(OC)cc1Cl	i	0.0	1	i	20.9	-1.9	1237	3.1	2.4	6.7	-0.612	-0.275	-0.524	1.79	-2.2%	·	·	-9.1	748
O=C(/C=C/Nc1ccccc1)C(F)(F)F	i	0.3	1.1	i	43.0	0.0	1038	5.1	3.6	7.5	-0.805	-0.0923	-0.299	-0.164	-26.0%	0.1	1471	-10.4	653
O=c1c2ccccc2ncn1Cc1ccc(Cl)cc1	i	0.5	1.1	i	8.3	0.3	1111	6.3	1.3	9.5	-0.898	-0.112	-0.737	0.488	-4.8%	-0.88	1347	2.5	672
Cc1[nH]c2ccccc2c1C(=O)CN1CC(C)OC(C)C1 (stereo not drawn)	·	·	·	i	22.1	0.3	1268	·	·	·	-0.985	-0.195	-0.486	0.416	·	-0.85	1468	4.9	715
COc1ccc2nc(N/C(=N/S(=O)(=O)c3cccs3)c3ccccc3Cl)sc2c1	i	0.9	1.1	i	47.5	-1.3	1072	2.7	2.5	5.8	-0.907	-0.257	-0.0701	0.614	15.4%	-0.32	1285	2.8	667
COc1ccc2nc(-c3ccc(Cl)cc3)cc(C(=O)O)c2c1	i	0.6	·	i	47.2	0.4	1371	·	·	·	-0.39	-0.264	-0.593	1.07	·	-0.08	1105	0.7	726
CCOC(=O)c1c(C)n(C)c2ccc(OC)c(NS(=O)(=O)c3ccc(Cl)s3)c12	i	0.8	1	i	9.3	1.7	1350	3.9	2.4	4.3	-0.283	-0.31	0.296	-0.192	20.0%	0.46	1739	·	·
CCOc1ccc(N2C(=O)/C(=C\c3ccc(O)c(OC)c3)S(=O)(=O)C2c2cccc([N+](=O)[O-])c2)cc1 (stereo not drawn)	i	0.3	1	i	53.9	-1.6	1051	2.4	1.8	0.5	-1.67	-0.18	-1.1	0.891	-6.8%	0.9	1148	1.6	673
S=c1[nH]nc(C2CCCCC2)n1/N=C/C(Cl)=C\c1ccccc1	+	1.1*	0.7	i	43.7	3.4	1028	9.9	2.8	5.1	-2.08	-0.0946	-0.933	0.575	19.7%	-1.19	1280	-0.7	697
Cc1nn(-c2ccccc2)c(N)c1C(c1ccc(C(C)C)cc1)c1c(C)nn(-c2ccccc2)c1N	i	0.5	1.3	i	40.1	0.3	892	2.4	1.4	8.8	0.109	-0.246	0.117	0.458	29.7%	-0.36	1120	16.1	586
Clc1nssc1=Nc1ccc(Br)cc1	i	1.4	1.2	·	·	0.2	1091	2.3	3.6	2.2	-0.818	-0.295	-0.379	0.761	81.6%*	-0.76	1069	10.3	661
COc1ccc(NC(=O)CC2C(=O)N(c3ccc(Cl)cc3)C(=S)N2CCc2ccccn2)cc1 (stereo not drawn)	i	0.6	1.1	i	46.6	1.6	1108	2.1	2.2	10.6	-0.324	-0.245	-0.255	0.0529	24.7%	0.08	1491	-5.2	565
Cc1scc(C(=O)N/N=C/c2ccc(OCC(C)C)cc2)c1C	i	0.2	1	i	52.2	-8.4	1247	2.6	1.9	9.3	0.00773	-0.219	0.673	0.636	7.0%	·	·	-2.3	740
CCCCCn1c2c(c(=N)c3ccccc31)CCC2	i	0.0	·	i	12.7	1.3	1261	·	·	·	-0.829	-0.24	-0.0912	1.12	·	?	·	9.0	758
Cc1cc(NC(=NC2CC2)c2ccccc2)n(-c2ccccc2)n1	i	0.0	1	i	1.6	0.1	1104	2.6	2.0	5.4	-0.487	-0.319	-0.137	0.399	-8.2%	0.34	1270	-20.4	713
CCOc1ccc(C(=S)N2CCN(C)CC2)cc1	i	0.0	1.1	i	62.1	6.2	860	1.6	2.1	4.5	-0.308	-0.249	-0.0136	0.736	-3.3%	-1.21	1711	-20.3	673
O=C(NCc1cccnc1)c1ccc(Br)s1	i	0.6	·	i	50.3	0.1	1293	·	·	·	1.46	-0.639	1.03	-1.32	·	0.2	939	-13.9	663
Cn1c2ccccc2c2c(C(=O)O)cn(C3CCCC3)c(=O)c21	i	2.6	1.2	i	25.8	·	·	1.9	2.2	9.0	-0.401	-0.297	-0.206	0.707	9.5%	0.68	912	·	·
CSc1nc(C)cc(Oc2ccc(=O)n(C)n2)n1	i	0.6	1.1	i	31.0	-1.1	1020	1.4	1.3	16.6	0.135	-0.251	0.196	-0.235	11.9%	0.5	1751	8.0	719
CCCCNC(=O)C1COc2ccccc2O1 (stereo not drawn)	i	6.7	1	i	41.4	-2.2	1222	4.4	2.4	8.1	0.171	-0.229	0.276	0.0934	-3.2%	-1.15	1256	2.4	805
The listing continues:
SMILES	Myeloid diff MLP	Myeloid diff MLP GFP+ MAC1+ %	TNAP activation fold	T cell HTS	T cell HTS vesicle-bound %	bCat nuc transl	bCat nuc transl cell count 5 µM	MT stabilize HCS	MT stabilize HCS Hoechst-high %	MT stabilize HCS cytotoxicity %	Dynein transport	Dynein transport cytoplasmic EGFP	Dynein transport nuclear GR-EGFP	Dynein transport cell count	PMI inhibitors	Insulin prom up	Insulin prom up cell count	Lipid droplet	Lipid droplet cells 6.5 µM
CCc1nc(CN2CCCC(C(=O)c3ccc4c5c(cccc35)CC4)C2)c(C)[nH]1 (stereo not drawn)	i	0.8	1	i	51.6	1.4	991	1.5	3.7	5.6	0.558	-0.177	0.405	-0.141	9.4%	-2.13	981	-31.7	687
CN(C)CCN1C(=O)C(=O)/C(=C(/O)c2ccc3c(c2)OCCO3)C1c1ccccn1 (stereo not drawn)	i	0.7	·	i	32.4	0.9	1378	·	·	·	0.354	-0.154	0.201	-0.876	·	0.2	1112	3.9	795
OCCC1CN(Cc2nc(-c3ccc(F)cc3)cs2)CCN1CCc1ccccc1 (stereo not drawn)	i	0.4	1	i	53.7	3.8	1083	3.4	2.1	6.0	-1.13	-0.248	-0.71	0.399	17.4%	-1.37	1307	-4.0	694
O=C(Nc1ccc(Br)cc1)c1ccc(F)c(S(=O)(=O)NCc2cccs2)c1	i	0.5	0.9	i	46.4	1.3	1092	6.6	1.2	4.2	0.916	-0.144	0.414	-0.43	-9.2%	-0.7	775	-35.6	662
Cc1ccnc(SCc2ccc([N+](=O)[O-])cc2)n1	i	0.4	1.1	i	48.1	-1.0	909	3.6	1.6	2.8	0.999	-0.131	0.444	-1.57	4.4%	-0.54	1297	-24.2	673
Cc1ccc(/C=c2\sc3nc(-c4ccco4)nn3c2=O)o1	i	1.8	1	i	56.8	-1.4	1069	5.1	3.9	7.1	0.824	-0.163	-0.235	-1.27	48.0%	1.93	1651	4.4	691
O=c1c2ccccc2sn1-c1cc(S(=O)(=O)N2CCOCC2)ccc1N1CCOCC1	i	7.8	1	i	12.3	-1.8	1382	7.2	1.8	13.3	-6.54*	2.66*	-2.66*	-3.65*	104.5%*	0.95	1376	·	·
CN(C)C(CNC(=O)C1CCCN(C(=O)c2ccc(Cl)cc2)C1)c1ccco1 (stereo not drawn)	i	1.4	1.1	i	65.2	-6.8	631	5.9	2.5	13.0	4.17	-0.156	4.45	-2.48	-24.9%	1.04	1424	·	·
CCOC(=O)CC1C(=O)NCCN1C1CCCC1 (stereo not drawn)	i	0.3	1.1	i	37.0	-0.2	940	3.5	0.9	9.9	0.0548	-0.219	0.0764	0.221	-4.1%	-0.41	1584	-2.9	723
CC(c1ccccc1)N1CC(C(=O)NC2CCCC2)CC1=O (stereo not drawn)	i	1.6	1	i	13.6	-2.8	1003	5.1	2.7	8.4	0.178	-0.216	0.152	-0.223	-13.1%	-0.57	1537	·	·

Screening results from PubChem.
